From PubChem BioAssay
TcdB inh: blocks C. difficile toxin B glycohydrolase activity; P18177; TcdB glycohydrolase enzymatic assay, plate reader; inhibition, % at 9.99 µM; actives 0.24% (n = 350,000); in the data active = inhibition above about 10%
Vc quorum ag: induces V. cholerae light production without autoinducers; actives 0.16% (n = 350,000); activation, % at 18.7 µM; V. cholerae BH1578 lux reporter, luminescence, 6 h; AID 588436; in the data active = activation mostly above about 9.7%, no sharp cut-off; inconclusive = no clear call, values can overlap the other calls; inactive = mostly below about 3.7%; also: not every result past the cut was called active; inactives centre near 0; reference of the scale not given here
Yp Topo-I inh: blocks Yersinia pestis topoisomerase I activity | Y. pestis Topo-I cleavage product accumulation, plate reader | activity, % at 10 µM | actives 0.064% (n = 360,000); in the data active = activity above about 50%, passing the limit was not always enough; inconclusive = no clear call, values can overlap the other calls; also: inactives centre near 2
PriA SSB inh: blocks PriA binding to SSB C-terminal tail | AlphaScreen SSBct-PriA binding, biotinylated peptide | inhibition, % at 33 µM | actives 0.6% (n = 430,000) | AID 1272365; in the data active = inhibition mostly above about 37%, no sharp cut-off; inactive = mostly below about 20%;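 also: plate controls were negative control peptide for no effect and reference peptide for full effect; strong numbers were not always called active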
3CLpro inhibitor: SARS-CoV 3CLpro protease inhibition; P0C6X7; recombinant SARS-CoV 3CLpro, quenched FRET peptide cleavage; AID 1706; actives 0.14% (n = 290,000); inhibition, % at 6 µM; in the data active = inhibition above about 12%
DUSP3 inh: blocks human VHR1 dual specificity phosphatase. P51452. recombinant VHR phosphatase, pNPP absorbance. inhibition, % at 13.3 µM. actives 0.52% (n = 290,000). AID 1654; in the data active = inhibition above about 50%; also: some compounds called inactive have numbers as strong as hits
Target sequence (P51452 whole entry, looked up): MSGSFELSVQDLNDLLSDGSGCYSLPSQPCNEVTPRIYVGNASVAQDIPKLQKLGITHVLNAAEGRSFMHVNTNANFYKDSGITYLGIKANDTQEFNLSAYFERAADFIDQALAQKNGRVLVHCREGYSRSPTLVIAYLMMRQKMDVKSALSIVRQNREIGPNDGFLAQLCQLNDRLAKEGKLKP
PfHsp40 rescue: rescue of PfHsp40-mediated yeast toxicity. S. cerevisiae expressing PfHsp40, growth rescue, ATP luminescence. growth rescue, % at 12.5 µM. actives 0.68% (n = 340,000); in the data active = growth rescue above about 28%, passing the limit was not always enough; inconclusive = no clear call, values can overlap the other calls;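 also: yeast W303a lacking pdr1 and pdr3 grown in galactose medium; growth measured after three days at 30 °C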
Anthrax LF inh2: blocks Bacillus anthracis lethal factor protease; inhibition, % at 10 µM; actives 0.12% (n = 360,000); multiplex microsphere protease cleavage assay, LF; P15917; in the data active = inhibition above about 30%; inconclusive = no clear call, values can overlap the other calls; also: plate controls were buffer without enzyme for full effect and enzyme alone for no effect
MazEF act: MazEF (E. coli) toxin RNase activation; activation, % at 20 µM; AID 504720; FAM/BHQ RNA-DNA oligo cleavage fluorescence, 5 h; actives 0.32% (n = 350,000); P0AE70; in the data active = activation above about 50%
Target sequence (P0AE70 whole entry, looked up): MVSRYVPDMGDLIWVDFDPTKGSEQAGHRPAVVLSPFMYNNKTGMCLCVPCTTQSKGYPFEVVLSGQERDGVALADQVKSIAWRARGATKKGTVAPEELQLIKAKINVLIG
Rv3671c protease: inhibitors of M. tuberculosis serine protease Rv3671c. P9WHR9. inhibition, % at 5.96 µM. actives 0.048% (n = 320,000); in the data active = inhibition above about 38%;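 also: extracellular domain of Rv3671c used as enzyme; 0% = enzyme with DMSO and 100% = no enzyme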
Target sequence (P9WHR9 whole entry, looked up, the tested form may be a part): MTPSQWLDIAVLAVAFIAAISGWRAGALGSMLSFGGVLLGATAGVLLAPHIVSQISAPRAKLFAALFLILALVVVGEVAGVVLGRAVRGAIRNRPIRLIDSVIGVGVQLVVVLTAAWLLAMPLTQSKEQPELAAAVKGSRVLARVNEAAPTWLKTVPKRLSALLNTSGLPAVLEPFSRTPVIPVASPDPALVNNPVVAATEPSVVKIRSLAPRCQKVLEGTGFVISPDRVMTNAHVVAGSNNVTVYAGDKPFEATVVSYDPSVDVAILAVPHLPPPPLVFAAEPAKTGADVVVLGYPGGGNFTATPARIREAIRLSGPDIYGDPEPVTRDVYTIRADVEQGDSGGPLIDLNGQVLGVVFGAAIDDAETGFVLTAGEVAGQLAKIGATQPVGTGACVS
Numbers without * were called inactive; i = inactive; ? = inconclusive; / = no result given; & = joins results of further samples. An excerpt; rates above refer to the full screens.

SMILES | TcdB inh | Vc quorum ag | Yp Topo-I inh | PriA SSB inh | 3CLpro inhibitor | DUSP3 inh | PfHsp40 rescue | Anthrax LF inh2 | MazEF act | Rv3671c protease
CCOc1ccc(C(=O)n2cc(C(=O)OC)c3ccccc32)cc1 | 1.5 | -2.1 | 16 | -1 | 0 | -40 | 0.9 | -4 | -1 | -2
CCN(CC)CCN1C(=O)C2C(C(=O)Nc3ccc(Br)cc3)C3C=CC2(O3)C1C(=O)NC1CCCCC1 (stereo not drawn) | 1.5 | -0.3 | -5 | 2 | -3 | 34 | 0.6 | 7 | 20 | 0
CCOc1ccc(C)cc1S(=O)(=O)n1ccnc1 | / | -0.7 | 2 | -14 | 1 | 12 | 0.5 | -1 | 1 | 1
O=C(Nc1c(Cl)cc(Cl)cc1-c1nc2ccccc2s1)c1ccc(Br)o1 | 1.3 | -0.2 | 9 | -37 | 1 | 25 | -1.1 | 0 | 4 | -35
O=C(NCCSc1c(-c2ccccc2)[nH]c2ccccc12)c1cc2ccccc2oc1=O | 1.0 | -0.3 | -18 | 16 | 0 | 4 | 0.7 | -6 | -25 | -12
CNC(=O)c1ccc(NC(=O)C2CCN(c3ncnc4sc(C)c(C)c34)CC2)cc1 | 0.8 | i | 14 | 3 | 1 | 24 | 4.0 | -2 | -2 | -10
Cc1cc(C)c2nc(-c3ccccn3)cc(C(=O)Nc3ccc(S(=O)(=O)Nc4cc(C)on4)cc3)c2c1 | / | i | 14 | 0 | 2 | 6 | 1.3 | -7 | -1 | -29
Cc1cn([C@H]2C[C@H](O)[C@@H](CCC(=O)NCCCn3ccnc3)O2)c(=O)[nH]c1=O | 0.0 | i | -8 | -4 | / | / | -0.5 | -6 | 3 | /
COc1ccc(-c2cc(-c3ccc(OC)c(OC)c3)n[nH]2)c(O)c1 | / | / | -16 | -11 | -1 | -11 | ? | -16 | 14 | -19
CC1CCC(NC(=O)N(CCCl)N=O)CC1 (stereo not drawn) | -0.3 | i | 4 | -4 | / | / | -1.3 | -14 | 5 | 2
O=C(NCCC1=CCCCC1)C1CCN(S(=O)(=O)N2CCOCC2)CC1 | / | -0.7 | 2 | -15 | -3 | 29 | 1.2 | -2 | -13 | -7
COc1cccc(C2SCC(=O)N2c2ccc(C)cc2)c1OC (stereo not drawn) | 0.6 | -1.7 | 8 | -17 | -1 | -8 | -0.7 | 2 | 2 | -2
Cc1ccc(N2CCN(C(=O)c3ccccc3NC(=O)C3CC=CCC3C(=O)O)CC2)cc1 (stereo not drawn) | / | -0.4 | 7 | -14 | 3 | 7 | -1.8 | -1 | 3 | -8
C/C(CC(=O)Nc1ccc2c(c1)OCO2)=N\NC(=O)OC(C)(C)C | -0.8 | -0.2 | 6 | / | 3 | 2 | -1.1 | 0 | 6 | 1
CN1C(=O)/C(=C2\SC(=S)N(NC(=O)c3cccnc3)C2=O)c2ccccc21 | 1.0 | -0.9 | -3 | 2 | 4 | 4 | -1.7 | -5 | -2 | 0
Cc1cccc2sc(NC(=O)c3cccc(S(=O)(=O)N4CCc5ccccc54)c3)nc12 | / | -0.3 | 4 | -6 | -2 | 0 | 0.7 | 0 | -3 | -5
Cc1c(C=O)c2ccccc2n1CC(=O)NCc1ccccc1 | 0.5 | -0.6 | -4 | -17 | 3 | 14 | -1.4 | -3 | 7 | 0
CCOC(=O)Cc1csc(NC(=O)c2cc(=O)c3ccccc3o2)n1 | 1.5 | -0.4 | -3 | -3 | 2 | 14 | 3.8 | -7 | 8 | -2
COc1ccc(C(=O)N/N=C/c2ccc(OC(=O)c3ccccc3)cc2)cc1 | / | -0.3 | 7 | / | 5 | -4 | -1.1 | 0 | -2 | -2
COc1ccc(/C=C2\CCCC3C2=NC(=S)NC3c2ccc(OC)cc2)cc1 (stereo not drawn) | / | -0.3 | 0 | -8 | 0 | 7 | -0.8 | 1 | 5 | -13
O=C(N/N=C/c1ccncc1)c1cccc([N+](=O)[O-])c1 | -2.2 | / | / | / | -2 | 21 | / | / | / | -9
Cc1ccc(CNS(=O)(=O)c2ccc(C(C)(C)C)cc2)n1C | 0.1 | -0.4 | 4 | -8 | -6 | 15 | -0.5 | -5 | -6 | 0
CC1(C)CCC(=O)c2ccccc21 | 7.5 | -8.3 | 8 | -7 | / | / | -1.7 | -3 | 4 | /
CS(=O)(=O)c1ccc(Cl)c(NC(=O)COC(=O)c2ncc(Cl)c(Cl)c2Cl)c1 | 4.6 | -4.8 | 20 | -8 | / | / | 0.7 | 4 | 1 | 1
C=CCn1c(SCc2nc3ccccc3[nH]2)nnc1-c1cccc(OC)c1 | / | -2.0 | 2 | 20 | -2 | 24 | 0.1 | 6 | -5 | 6

The results go on.
SMILES | TcdB inh | Vc quorum ag | Yp Topo-I inh | PriA SSB inh | 3CLpro inhibitor | DUSP3 inh | PfHsp40 rescue | Anthrax LF inh2 | MazEF act | Rv3671c protease
CC(=O)OC(C)(C)C1Cc2cc3ccc(=O)oc3cc2O1 (stereo not drawn) | 5.2 | i | 1 | -6 | -1 | -12 | 1.5 | -1 | -3 | -3
CC(C)(C)OC(=O)NNC(=S)NCc1ccc(Cl)cc1 | / | i | 14 | 0 | 4 | 34 | -1.1 | -4 | 0 | -10
Cn1c(=O)[nH]c(=O)c2c1nc(Br)n2Cc1ccccc1Cl | / | -0.1 | 3 | -10 | 5 | 14 | 0.5 | 3 | 2 | 3
Cc1[nH]c(=O)[nH]c(=O)c1S(=O)(=O)N1CCCC(C(=O)NCc2ccc3c(c2)OCO3)C1 (stereo not drawn) | -4.7 | 0.2 | 5 | -12 | 3 | 13 | 0.6 | -2 | 13 | 12
c1ccc(C(Nc2cccnc2)c2ccccc2)cc1 | 0.9 | i | 8 | 0 | / | / | 1.5 | 5 | 8 | /
CC1=C(C(=O)N(C)C)CC(CC(=O)NCC2CCCCC2)C(=O)N1CCCN1CCCC1=O (stereo not drawn) | 0.8 | -0.4 | -3 | / | / | / | / | -2 | 7 | /
CCN(Cc1ccncc1)C(=O)C1CCC(=O)N(Cc2ccc(Cl)cc2)C1 (stereo not drawn) | -2.4 | 0.3 | -4 | -2 | 4 | 19 | 1.2 | 2 | 9 | 2
Cc1c(O)ccc2c3c(c(=O)oc12)CCC(C)C3 (stereo not drawn) | / | i | -7 | -29 | 2 | -20 | -0.4 | 0 | 12 | -20
C=CCN(C(=O)CCC(=O)O)C1CC(=O)N(c2ccc(OCCC)cc2)C1=O (stereo not drawn) | / | -0.3 | -3 | -12 | -2 | -16 | 1.1 | -1 | 4 | -4
O=C(O)C(CCc1ccccn1)c1ccccc1 (stereo not drawn) | 1.1 | -3.4 | 7 | 1 | / | / | 0.9 | 1 | 4 | /
CCOC(=O)C1(CCOc2ccccc2)CCN(C(=O)c2cncs2)CC1 | 0.9 | -0.1 | 25 | -23 | -3 | 13 | -0.8 | 0 | 1 | -1
C/C=C/C=C\C(=O)Nc1cccc(C2=NOC3(C2)C[C@@H](C(N)=O)N(C(=O)c2cc([N+](=O)[O-])cc([N+](=O)[O-])c2C)C3)c1 (stereo partly drawn) | 0.3 | -0.6 | 12 | 5 | / | 7 | -0.8 | 2 | 3 | -9
Cc1cccc(NC(=O)CC2C(=O)NCCN2C(=O)Nc2ccc(Cl)cc2)c1 (stereo not drawn) | -3.4 | i | 2 | -15 | 6 | 11 | 1.2 | 1 | -2 | /
CCN1CCN(CCCNC(=O)c2cc3c(=O)[nH]c4ccccc4c3s2)CC1 | / | -0.9 | 4 | -13 | -4 | 2 | -0.4 | -7 | 14 | -4
C[C@@H]1CN([C@H](C)CO)C(=O)CCCn2nncc2CO[C@H]1CN(C)Cc1cccc(C(F)(F)F)c1 | 1.7&0.4 | i | 9 | / | / | / | / | -4 | -18 | /
CS(=O)(=O)c1ccc(C(=O)Nc2nc(-c3ccco3)c(-c3ccco3)s2)cc1 | -0.8 | 5.0 | -1 | 13 | / | / | -0.4 | -5 | -2 | /
CC1CCCN(C(=O)COC(=O)CNC(=O)c2sc3ccccc3c2Cl)C1 (stereo not drawn) | -2.2 | i | 16 | -7 | / | / | 0.3 | -10 | 6 | -3
CN(c1ccc(OCC(=O)N2CCOCC2)cc1)S(=O)(=O)c1ccc(Cl)cc1 | 1.5 | -0.4 | 1 | -5 | -5 | 0 | -0.8 | -5 | 3 | 2
O=C(/C=C/c1ccco1)NC(=S)Nc1cccc(-c2nc3ccccc3s2)c1 | / | -0.4 | -18 | 14 | 5 | / | 1.6 | 0 | 6 | -48
COc1cc(CCNc2ccc3nnc(-c4ccccc4)n3n2)cc(OC)c1OC | 1.6 | -0.2 | 21 | -11 | -1 | -11 | -0.2 | -8 | 6 | -4
Cc1ccccc1-n1c(-c2ccc([N+](=O)[O-])cc2)nc2ccccc2c1=O | 1.8 | i | -4 | 29 | -3 | 9 | -0.4 | 0 | -5 | 1
CC/C(=N\NC(=O)CSc1ncccn1)c1ccc2c(c1)OCCO2 | -0.6 | -0.3 | -2 | / | 0 | -8 | -1.4 | 0 | 8 | -4
Cn1c2ccccc2c2c(C(=O)NCC3CCCO3)cn(C3CCCC3)c(=O)c21 (stereo not drawn) | / | -3.6 | 2 | -6 | 3 | -9 | 0.2 | -1 | -10 | 3
CCNC(=O)c1cccc(NC(=O)c2cc(C3CC3)nc3c2cnn3C(C)C)c1 | 0.1 | i | 15 | -7 | / | / | 0.1 | -7 | 0 | /
O=C(CN1CCN(Cc2ccc(F)cc2Cl)C1=O)NCCc1ccc(Cl)cc1 | / | -0.4 | 26 | -11 | -2 | -12 | 0.8 | -10 | -5 | 0

Entries of single compounds, quoted from the list. Order of screens: TcdB inh | Vc quorum ag | Yp Topo-I inh | PriA SSB inh | 3CLpro inhibitor | DUSP3 inh | PfHsp40 rescue | Anthrax LF inh2 | MazEF act | Rv3671c protease
Results for c1ccc(C(Nc2cccnc2)c2ccccc2)cc1 = 0.9 | i | 8 | 0 | / | / | 1.5 | 5 | 8 | /
Results for COc1cc(CCNc2ccc3nnc(-c4ccccc4)n3n2)cc(OC)c1OC = 1.6 | -0.2 | 21 | -11 | -1 | -11 | -0.2 | -8 | 6 | -4
Results for COc1ccc(C(=O)N/N=C/c2ccc(OC(=O)c3ccccc3)cc2)cc1 = / | -0.3 | 7 | / | 5 | -4 | -1.1 | 0 | -2 | -2
Results for O=C(NCCSc1c(-c2ccccc2)[nH]c2ccccc12)c1cc2ccccc2oc1=O = 1.0 | -0.3 | -18 | 16 | 0 | 4 | 0.7 | -6 | -25 | -12
Results for CC(=O)OC(C)(C)C1Cc2cc3ccc(=O)oc3cc2O1 (stereo not drawn) = 5.2 | i | 1 | -6 | -1 | -12 | 1.5 | -1 | -3 | -3

The main list resumes, starting 2 compounds before the break.
SMILES | TcdB inh | Vc quorum ag | Yp Topo-I inh | PriA SSB inh | 3CLpro inhibitor | DUSP3 inh | PfHsp40 rescue | Anthrax LF inh2 | MazEF act | Rv3671c protease
CCNC(=O)c1cccc(NC(=O)c2cc(C3CC3)nc3c2cnn3C(C)C)c1 | 0.1 | i | 15 | -7 | / | / | 0.1 | -7 | 0 | /
O=C(CN1CCN(Cc2ccc(F)cc2Cl)C1=O)NCCc1ccc(Cl)cc1 | / | -0.4 | 26 | -11 | -2 | -12 | 0.8 | -10 | -5 | 0
COc1ccccc1-c1cc(C(=O)Nc2ccccc2SC)no1 | / | i | 9 | -18 | 4 | 26 | -2.5 | 2 | 27 | -3
Cc1ccccc1NC(=O)c1ccco1 | 0.1 | i | 9 | 3 | 2 | 18 | 0.1 | -26 | 5 | 7
CC1CCCN(C(=O)C23CCC(C)(C(=O)C2)C3(C)C)C1 (stereo not drawn) | / | i | -2 | 10 | 3 | 25 | 1.6 | 2 | 0 | -9
Brc1ccsc1/C=N/Nc1ccccc1 | -0.2 | -0.4 | -28 | / | / | / | 0.3 | -5 | 5 | 4
COc1ccc(C(=O)O)cc1NCc1cccnc1 | 2.1 | i | 4 | -2 | -1 | 29 | -0.3 | -2 | 1 | 2
S=C(Nc1cccc(Cl)c1)NC1CC2CCCC(C1)N2C1CCCC1 (stereo not drawn) | 1.5 | -0.2 | -9 | -8 | 0 | 11 | 1.7 | -1 | 10 | -9
